V1aR counter: agonists of human V1a receptor, primary screen, counter-screen for OXTR agonist project, fluorescence, CHO-V1R cells; Fluo-8 calcium fluorescence, agonist mode; 0% DMSO, 100% 3 nM vasopressin; activation, % at 3 µM; Vasopressin V1a receptor (Homo sapiens), P37288; AID 2797, 2010; hit rate 0.25% among 320,000;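 active = activation above the mean activation of all tested compounds plus 3 SD, per screening run, cut at about 20% in these data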;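 note: signal is peak over basal fluorescence ratio across a 100 second FLIPR read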
Target sequence (P37288 whole entry, looked up): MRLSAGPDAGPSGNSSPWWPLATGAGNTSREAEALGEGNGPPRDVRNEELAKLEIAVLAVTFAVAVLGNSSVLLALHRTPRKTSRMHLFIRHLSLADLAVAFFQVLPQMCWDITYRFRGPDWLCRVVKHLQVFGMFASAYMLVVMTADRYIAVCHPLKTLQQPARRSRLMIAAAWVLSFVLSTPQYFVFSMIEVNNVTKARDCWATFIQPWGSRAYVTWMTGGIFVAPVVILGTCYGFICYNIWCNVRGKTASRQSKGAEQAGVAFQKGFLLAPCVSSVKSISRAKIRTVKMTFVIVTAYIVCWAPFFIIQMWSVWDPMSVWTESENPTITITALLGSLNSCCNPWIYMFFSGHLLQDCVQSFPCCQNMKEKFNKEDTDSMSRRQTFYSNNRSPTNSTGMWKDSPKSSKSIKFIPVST
GalR3 antag: GalR3 antagonists in HEK293 cells, primary screen, cell-based, fluorescence readout. Galanin receptor type 3 (Homo sapiens), O60755. HEK293 GalR3-CNG cAMP membrane potential fluorescence; galR3 body fused to GalR1 C-terminus. inhibition, % at 3 µM. hit rate 0.44% among 360,000. AID 651719, 2012;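 active = inhibition above the screen-wide average plus 3 SD, cut at about 13% in these data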;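 note: forskolin and galanin both at EC90 stimulate the cells; cAMP rise reported by CNG channel membrane potential dye signal; 0% = forskolin plus galanin with DMSO and 100% = forskolin alone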
Target sequence (O60755 1-299 limits assumed): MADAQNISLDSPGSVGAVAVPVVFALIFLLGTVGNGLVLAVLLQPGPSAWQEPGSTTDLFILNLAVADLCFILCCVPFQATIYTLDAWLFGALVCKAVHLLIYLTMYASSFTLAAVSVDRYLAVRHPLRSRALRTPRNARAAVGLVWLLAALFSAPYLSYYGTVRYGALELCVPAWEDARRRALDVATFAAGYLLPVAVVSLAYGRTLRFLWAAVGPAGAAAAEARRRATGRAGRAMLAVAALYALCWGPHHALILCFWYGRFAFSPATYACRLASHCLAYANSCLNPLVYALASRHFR
OXTR agonist: human OXTR agonists, primary screen, fluorescence, CHO-OTR cells, Fluo-8 calcium | Oxytocin receptor (Homo sapiens), P30559 | Fluo-8 calcium fluorescence; normalized: DMSO 0%, oxytocin 100% | activation, % at 3 µM | hit rate 0.32% among 320,000;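 active = activation above the mean of all tested compounds plus 3 SD, cutoff set per screening run, cut at about 20% in these data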;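 note: peak over basal fluorescence ratio from a 100 s FLIPR kinetic read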
Target sequence (P30559 whole entry, looked up): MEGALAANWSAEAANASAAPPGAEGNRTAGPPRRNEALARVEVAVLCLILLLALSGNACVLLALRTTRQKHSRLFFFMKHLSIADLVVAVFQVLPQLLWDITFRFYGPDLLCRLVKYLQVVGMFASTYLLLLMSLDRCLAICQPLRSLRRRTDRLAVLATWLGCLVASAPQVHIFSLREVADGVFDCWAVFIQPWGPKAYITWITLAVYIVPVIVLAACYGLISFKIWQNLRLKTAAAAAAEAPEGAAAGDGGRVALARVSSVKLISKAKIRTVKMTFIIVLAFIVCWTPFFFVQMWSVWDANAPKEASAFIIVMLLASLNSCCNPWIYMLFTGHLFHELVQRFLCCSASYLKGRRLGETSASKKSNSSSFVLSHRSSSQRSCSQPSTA
NS3 helicase inh: inhibitors of HCV NS3 helicase, primary screen, biochemical, Cy5 molecular beacon fluorescence; NS3 helicase DNA unwinding; inhibition, % at 10.9 µM; hit rate 0.56% among 290,000; AID 1800, 2009;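 active = inhibition above the mean of all tested compounds plus 3 SD, set per campaign, cut at about 35% in these data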;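 note: 0% = DMSO wells and 100% = thioflavine S control wells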
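assay system = NS3 helicase fragment of HCV | buffer or medium = MOPS pH 6.5, MgCl2, DTT, Tween20, BSA | timing = 60 min unwinding reaction at 25 °C after ATP addition | signal = Cy5 beacon fluorescence read at start and 1 h | read-out basis = % inhibition of unwinding | control set = low DMSO, high thioflavine S at 110 µM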
FID counter: compounds displacing fluorescent DNA intercalator, primary screen, artefact control for HCV NS3 helicase inhibitor project, biochemical, FID fluorescence | inhibition, % at 7.9 µM | DNA fluorescent intercalator displacement | hit rate 0.17% among 290,000; in the data active = inhibition above about 37%;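 note: 0% = vehicle and 100% = reference compound; higher means more ethidium bromide displaced from hairpin DNA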
PHOSPHO1 block: PubChem AID 1565; Phosphoethanolamine/phosphocholine phosphatase (Homo sapiens), Q8TCT1; recombinant PHOSPHO1, absorbance phosphatase assay; inhibition, % at 13.3 µM; hit rate 1.1% among 290,000; in the data active = inhibition above about 60%
VIM-2 inhibitor: VIM-2 metallo-beta-lactamase inhibitors, primary screen, biochemical, epi-absorbance readout, Pseudomonas aeruginosa enzyme | hit rate 0.89% among 290,000 | inhibition, % at 5.6 µM | AID 1527, 2009 | purified VIM-2, nitrocefin hydrolysis, epi-absorbance fluorescence;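 active = inhibition above the mean of all tested compounds plus 3 SD, cutoff set per screening run, cut at about 7.5% in these data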;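 note: red hydrolysis product quenches plate fluorescence so inhibitors raise well fluorescence; 0% = enzyme with DMSO and 100% = DMSO without enzyme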
IMP-1 inh: IMP-1 metallo-beta-lactamase inhibitors, primary screen, biochemical, epi-absorbance readout, Pseudomonas aeruginosa enzyme; AID 1556, 2009; purified IMP-1, nitrocefin hydrolysis, epi-absorbance fluorescence; inhibition, % at 5.6 µM; metallo-beta-lactamase IMP-1 (Pseudomonas aeruginosa); hit rate 0.45% among 290,000;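 active = inhibition above the mean plus 3 SD of all compounds in the same screening run, cut at about 4.5% in these data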;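 note: 0% = IMP-1 with DMSO and 100% = DMSO wells lacking enzyme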
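System: Purified IMP-1 | Read-out basis: Percent enzyme inhibition | Controls: IMP-1 with DMSO as 0%, enzyme-free DMSO as 100% | Replicates: One well per compound | Doses: 5.6 µM nominal single concentration | Detection: Epi-absorbance fluorescence, 480 nm excitation, 530 nm emission | Incubation: 25 °C, 15 min preincubation, 25 min reaction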
GPR7 antag: GPR7 receptor antagonists, primary screen, cell-based, fluorescence, single concentration; hit rate 1.1% among 290,000; AID 1861, 2009; inhibition, % at 4.4 µM; GPR7-expressing cells, fluorescence antagonist assay; Neuropeptides B/W receptor type 1 (Homo sapiens), P48145; in the data active = inhibition above about 16%, passing the limit was not always enough;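 note: cells stimulated with the agonist NPW; 0% = agonist with vehicle and 100% = vehicle without agonist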
* hit, by the source's call; x = not tested or not shown. Compounds as they come; any-hit rate near 4.3%.

SMILES	V1aR counter	GalR3 antag	OXTR agonist	NS3 helicase inh	FID counter	PHOSPHO1 block	VIM-2 inhibitor	IMP-1 inh	GPR7 antag
O=C(NC(=S)N(CC1CCC1)CC1CCCO1)c1cccc([N+](=O)[O-])c1 (stereo unspecified)	-0.1	-6	-1.9	1	1	24	-1.9	-3.5	-5
CCOc1ccccc1NC(=O)C(NCCN(C)C)c1ccccc1 (stereo unspecified)	-0.7	-2	-0.5	-5	11	-4	-3.1	-2.7	10
COCCCn1nnnc1SCC(=O)N1CCN(C(=O)c2ccco2)CC1	1.2	-5	0.4	6	3	55	-7.5	-4.9	-4
Cc1ccc(-c2nn(C)c(=O)c3ccccc23)cc1CNC(=O)/C=C/c1ccccc1	0.4	-2	-1.7	-11	-27	24	6.4	-0.7	-1
COc1cc(S(=O)(=O)NCc2ccccc2)ccc1F	-0.4	-3	-0.9	-3	0	0	-0.7	-2.7	2
Cn1c(SCC#N)nnc1-c1ccc2c(c1)OCO2	0.6	-2	1.4	-1	-2	-1	0.8	-2.8	-6
CC(C)C[C@H]1CN=C(Nc2ccccc2)N1CCCC1CCCC1	3.1	-13	9.0	-65	9	4	-0.2	-1.2	46*
C[C@@H](C(=O)Nc1ccc2c(c1)OCCO2)n1nnc2ccccc2c1=O	-1.9	-1	-2.8	10	-7	43	-2.1	-3.4	-2
COc1cccc(NC(=O)CCC2CCN(C(=O)C3CC=CCC3)CC2)c1 (stereo unspecified)	4.0	-5	1.7	7	-44	12	-2.7	-4.3	-3
CCc1c(C)nc2c(-c3ccccc3)c(C)[nH]n2c1=O	x	-2	x	15	-11	24	1.5	0.7	1
CCOc1ccc(-n2nc3ccc(NC(=O)c4ccc5c(c4)OCCO5)cc3n2)cc1	1.4	3	1.4	6	-3	29	0.0	-0.6	-3
Cc1ccc(NC(=O)CSc2nnc(-c3cc(C)on3)o2)cc1	2.6	-9	-0.2	0	-3	35	-4.2	-2.5	-5
COCCn1cnc2c1c(=O)[nH]c(=O)n2Cc1ccccc1	0.6	x	0.3	8	-2	31	-2.1	-1.6	-9
C=CCC(C(=O)OC)(C(=O)OC)c1ccccc1[N+](=O)[O-]	3.8	-4	0.6	-6	-1	55	-1.4	-0.4	-10
CC(=O)c1cccc(NC(=O)CC2S/C(=N/N=C/c3ccccc3)NC2=O)c1 (stereo unspecified)	0.1	-5	0.2	-5	-6	2	-4.0	-3.9	-15
Cc1ccc(NC(=O)CC2S/C(=N/N=C3/NC(=O)CS3)NC2=O)cc1 (stereo unspecified)	0.2	-5	0.0	-8	-6	6	-3.5	-3.1	-15
O=C(CNC(=O)Cn1ccc2ccccc2c1=O)NCCCN1CCCCCC1	-0.2	5	0.4	-16	3	22	-1.0	-0.3	-3
CC(=O)OCC1OC(c2ccccc2)C(OC(C)=O)C(OC(C)=O)C1OC(C)=O (stereo unspecified)	0.3	-2	1.2	-11	-12	20	-1.6	-2.6	-16
O=C1c2ccccc2C(Nc2ccc(F)cc2F)N1CCN1CCOCC1 (stereo unspecified)	0.9	x	-0.1	1	-6	-6	-3.0	1.7	-6
CCOC(=O)C(=O)C1C(=O)Nc2ccccc21 (stereo unspecified)	x	-7	x	1	-1	-6	-1.0	-1.0	-6
CC(=O)OC1CC[C@@]2(C)C(CCC3C2CC(=O)[C@@]2(C)C3CC3CC(C)=CC(=O)C32)C1 (stereo partly specified)	x	-7	x	5	-31	27	-1.9	-1.2	-10
O=[N+]([O-])c1cccc(C2Nc3cccc4cccc(c34)N2)c1	0.4	6	-1.5	-1	3	6	-1.3	-1.5	-9
CCOC(=O)c1ccc(COC(=O)CNC(=O)CNC(=O)c2ccc(OC)cc2)o1	0.1	-2	-0.5	16	-11	-17	0.3	0.0	-5
O=C(NC(=S)N1CCCCC1c1cccnc1)c1ccccc1 (stereo unspecified)	-0.9	-4	-0.9	-7	-17	-18	-3.2	-3.5	-13
COc1ccc(-n2nnnc2SCC(=O)Nc2nnn(C)n2)cc1	1.1	-5	1.1	2	-4	13	-0.8	-1.8	-3
CCOc1ccc(CCNC(=O)Cc2ccc(NC3=NC4CS(=O)(=O)CC4S3)cc2)cc1OCC (stereo unspecified)	0.3	0	-0.2	1	-26	42	-1.2	-4.3	-10
Cc1cc(C)n2nc(C(=O)N/N=C/C=C/c3ccccc3)nc2n1	-0.2	-2	0.7	2	-16	-29	-1.4	-1.1	5
C/C(=N\NC(N)=S)c1cccnc1	-0.2	-2	-0.5	2	-2	28	-3.1	-1.6	-16
COc1cc(CNCCCN2CCOCC2)c(Br)cc1OC(C)C	x	-6	x	-11	8	41	-0.7	-2.4	-11
Cc1ccc2cc(/C=N/NC(=O)c3ccc(F)cc3)c(Cl)nc2c1	0.7	1	-0.7	14	-5	9	-1.7	-2.6	-16
O=C(Nc1cccc2ccccc12)N1CCN(c2ccc(F)cc2)CC1	0.6	-2	0.3	3	2	-75	-5.7	-2.4	4
CN(C)CCCn1c(NCc2ccc3c(c2)OCO3)nc2ccccc21	-0.2	-1	-0.7	-3	17	-3	-0.8	0.3	-3
CN(C)CCNC(CC(=O)Nc1ccc(Cl)c(Cl)c1)C(=O)O (stereo unspecified)	x	x	x	-1	-4	x	-6.4	-4.0	-7
Cc1nc(NC(=O)c2cccc(Cl)c2)sc1-c1csc(Nc2cccc(Cl)c2)n1	-0.1	x	-1.6	-1	4	19	1.1	-0.5	-5
N#CCSc1nc2ccccc2c(=O)n1CCCC(=O)NCc1ccco1	0.8	0	0.9	5	-13	2	-0.3	-2.0	-19
COC(=O)C1=C(C)N(Cc2ccc(OC)c(OC)c2)C(=O)C1	0.8	1	0.3	-3	-15	-14	-0.5	-0.1	-12
CN1C=C(C(F)(F)F)C=C/C1=C(\C#N)c1nnc2n1CCCCC2	-0.6	-9	0.4	2	-2	-5	-0.2	-3.1	-6
O=C(CCCc1nc(-c2ccccc2)no1)NC1CCCC1	8.1	-2	2.5	1	-15	28	-2.4	-3.3	-5
Cc1[nH]nc2c1C(c1ccc(OC(=O)c3ccco3)cc1)C(C#N)=C(N)O2 (stereo unspecified)	0.2	1	0.5	2	-5	24	-3.2	-3.4	-8
Cc1ccccc1-c1nn(-c2ccc(F)cc2F)cc1CNCCN(C)C	0.8	-5	-0.2	-59	22	52	-1.9	-1.8	-8
CC(C)CNC(=O)C(=O)NCCCN1CCOCC1	0.1	5	1.4	-9	6	37	-1.2	-0.7	-2
CCOc1cc(C(=O)Nc2ccc(NC(C)=O)cc2)ccc1OCC(=O)N1CCCCC1	0.8	11	-0.7	-2	-31	3	-3.4	-3.9	-5
CN(C)N1C(N)=C(C#N)C(c2ccc(Cl)cc2)C2=C1CCCC2=O (stereo unspecified)	1.0	-8	1.3	13	-11	15	-2.5	-3.9	-2
CC(=C1C(=O)c2ccccc2C1=O)N1CCN(CCN=CC2=C(O)CC(C)(C)CC2=O)CC1	-0.5	0	-1.7	1	3	-3	-0.2	0.0	-1
c1csc(-c2nn3cnnc3c3ccccc23)c1	0.6	-5	-0.6	8	-2	-102	12*	-2.8	-9
CCc1c(C)nc(Nc2nc(C)c3ccc(OC)cc3n2)[nH]c1=O	0.9	-4	0.1	-7	-1	3	-1.8	0.0	4
O=C(/C=C/c1ccccc1)NC(=S)Nc1ccc(CN2CCOCC2)cc1	4.5	-5	2.4	-16	-10	-2	-1.7	-3.1	-5
Cc1nn(CC(=O)NCCN2CCCCC2C)c(=O)c2cc(-c3ccccc3)nn12 (stereo unspecified)	0.7	-10	1.8	-1	18	12	3.9	-1.9	-3

Entries of single compounds, looked up by structure.
CN1C=C(C(F)(F)F)C=C/C1=C(\C#N)c1nnc2n1CCCCC2 as listed: V1aR counter: -0.6; GalR3 antag: -9; OXTR agonist: 0.4; NS3 helicase inh: 2; FID counter: -2; PHOSPHO1 block: -5; VIM-2 inhibitor: -0.2; IMP-1 inh: -3.1; GPR7 antag: -6
c1csc(-c2nn3cnnc3c3ccccc23)c1 as listed: V1aR counter: 0.6; GalR3 antag: -5; OXTR agonist: -0.6; NS3 helicase inh: 8; FID counter: -2; PHOSPHO1 block: -102; VIM-2 inhibitor: 12*; IMP-1 inh: -2.8; GPR7 antag: -9

The results go on:
SMILES	V1aR counter	GalR3 antag	OXTR agonist	NS3 helicase inh	FID counter	PHOSPHO1 block	VIM-2 inhibitor	IMP-1 inh	GPR7 antag
CC(=O)N1CCN(CC(=O)Nc2cc(F)ccc2C)CC1	0.9	-2	0.1	-8	-8	3	1.2	-1.0	2
O=C(O)C1(NS(=O)(=O)c2ccc(Cl)cc2)CCCCC1	1.4	-6	1.9	3	-6	-3	-3.2	-3.6	12
COc1cc(Cl)ccc1OCc1cc(C(=O)N(C)C2CC(C)(C)NC(C)(C)C2)no1	3.0	-1	0.1	-1	25	12	-2.5	-1.4	-2
Clc1ccccc1CO/N=C1\CCCc2nonc21	0.2	-10	-2.2	-3	1	-10	0.2	-2.7	-7
CCn1c(O)c(C2=c3ccccc3=NC2=O)c2cc(Br)ccc21	0.6	-5	1.3	9	-2	51	-3.3	-2.5	-10
CCc1ccc(NC(=O)[C@H](NC(=O)[C@@H]2Cc3ccccc3CN2)c2ccccc2)cc1	5.1	-10	1.2	-39	20	-6	-3.0	0.2	9
COc1ccc(CCNc2nc(C)nc3c2oc2ccccc23)cc1OC	10	-3	13	-15	-23	21	5.4	-2.9	13
CCC(C)(C)NC(=O)CN(C(=O)CCC(=O)Nc1nccs1)c1ccccc1C	0.6	-5	1.2	7	-39	34	-2.5	-4.7	-3
CCCn1cc(CN2CCCC(CNC(=O)c3ccc(F)cc3)C2)c(C)n1 (stereo unspecified)	0.3	-2	0.3	3	7	37	-4.9	-2.3	-5
CCOc1ccc(NC(=S)N2CCCN(Cc3cc(C)ccc3C)C2)cc1	3.1	1	2.6	-30	1	-12	-2.8	-2.2	11
CCn1cc(C(=O)O)c(=O)c2cc(Br)ccc21	-0.2	-1	0.7	5	-2	-15	0.7	0.5	-2
COc1ccc(/C=C2\SC(=S)N(CCC(=O)Nc3ccccn3)C2=O)cc1OC	0.0	5	0.4	-1	-7	35	-0.6	-4.9	-15
CSc1cccc(NC(=O)CN(C2CCCCC2)S(C)(=O)=O)c1	0.7	1	0.8	0	-16	15	-2.4	-1.4	28*
Cc1cc(C)c2c(c1)/C(=N/NC(=O)c1cc(C)oc1C)CCC2	-0.5	4	-2.2	-1	-10	16	-5.6	-1.9	-9
COc1cc(OC)cc(C(=O)NC(=S)NNC(=O)Cc2cccs2)c1	1.0	0	0.6	7	-2	-24	-1.9	-2.2	-1

Assay outcomes (PubChem)
